Salmonella PhoP GFP: PhoP-dependent GFP reporter repression – Salmonella Typhimurium, primary screen (AID 1863); S. Typhimurium PhoP-regulated promoter GFP reporter, 4 h; higher % means a stronger effect; inhibition, % at 50 µM; hits with a dose series show IC50 in µM; 0.16% of 300,000 active;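 active means inhibition over 29.93%, a cutoff 3 SD above the screen mean, later confirmed by dose response; inconclusive means inhibition over 29.93% but no dose response follow-up; inactive means inhibition at most 29.93% or unconfirmed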;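 further: 0% = low Mg2+ inducing control and 100% = high Mg2+ repressing control; strong numbers were not always called active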
NTR1 ag: NTR1-driven beta-arrestin-GFP spot formation – imaging, U2OS cells, high content, primary screen (AID 493036). P30989. agonist mode. activation, % at 20 µM. 0.17% of 330,000 active;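 active means activation at or above 40% of the spot to cytoplasm intensity ratio, with at least 20 cells analyzed; inconclusive means wells under 20 cells, flagged as cytotoxic or low count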;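 further: 0% = DMSO without peptide and 100% = 100 nM NTR1 peptide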
Target sequence (P30989 whole entry, looked up): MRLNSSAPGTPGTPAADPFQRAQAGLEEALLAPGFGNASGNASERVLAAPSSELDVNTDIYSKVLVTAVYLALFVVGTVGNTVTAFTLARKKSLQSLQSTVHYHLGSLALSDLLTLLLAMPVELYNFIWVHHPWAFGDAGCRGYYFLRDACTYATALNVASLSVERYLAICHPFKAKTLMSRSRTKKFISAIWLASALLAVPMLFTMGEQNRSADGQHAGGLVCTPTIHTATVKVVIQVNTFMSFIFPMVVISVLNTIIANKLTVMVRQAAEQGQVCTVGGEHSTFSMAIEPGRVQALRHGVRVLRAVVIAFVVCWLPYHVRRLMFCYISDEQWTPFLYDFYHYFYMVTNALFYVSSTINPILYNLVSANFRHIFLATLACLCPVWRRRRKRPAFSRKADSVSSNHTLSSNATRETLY
SV40 large T antigen: TAg ATPase/helicase activity blockers – biochemical (AID 1903) | SV40 large T antigen ATPase/helicase inhibition assay; higher % means a stronger effect | one-dose inhibition, % at 20 µM; IC50 in µM for titrated hits | 0.39% of 310,000 active; in the data active means a potency from the dose series; inconclusive means inhibition mostly from about 32% at the one dose, without a potency; inactive means the rest, 99 in 100 with inhibition below about 32%; further: strong numbers were not always called active
UTI89 phage lysis: inhibition of K1F phage lysis, E. coli UTI89, bacterial capsule biogenesis inhibitors, alamar blue (AID 488966); 0.02% of 340,000 active; inhibition, % at 100 µM, or IC50 in µM where a hit was titrated; E. coli UTI89 K1F phage lysis, alamar blue, 2 h; higher % means a stronger effect;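 active means phage lysis inhibition, versus mean bacterial control, above a set limit; inconclusive means no clear call, values can overlap the other calls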;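 further: capsule biogenesis inhibitors block K1F phage lysis so surviving cells raise fluorescence; higher fluorescence means more inhibition of phage lysis; actives were called in the ten point dose series up to 300 µM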
Rac1 GTP hydrolysis: MgcRacGAP GTPase-activating activity inhibitors, confirmation, biochemical, ADP Hunter fluorescence; MgcRacGAP-stimulated Rac1 GTP hydrolysis, ADP Hunter fluorescence; higher % means a stronger effect; GST-tagged Rac1 F28L mutant substrate; inhibition, % at 30 µM, or IC50 in µM where a hit was titrated; 0.6% of 340,000 active;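 active means first-screen hits whose inhibition reached a set limit at any dose in the follow-up dose series; inconclusive means inhibition above the set first-screen limit but never retested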;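 further: fluorescence reports GDP produced by GAP-driven GTP hydrolysis; strong numbers were not always called active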
TNAP activators: human TNAP enzyme activators, primary screen, biochemical, luminescent, no phosphate acceptor, uHTS (AID 1001). purified TNAP, luminescent activation assay, no phosphate acceptor; higher activation fold means a stronger effect. activation fold at 20 µM, or EC50 in µM where a hit was titrated. 0.03% of 200,000 active; in the data active means activation fold from about 3, or a potency from the dose series; inactive means the rest, 99 in 100 with activation fold below about 1.6; further: many of its hits are not listed in these tables
Myeloid diff MLP: promotes myeloid progenitor differentiation. ER-HoxA9 myeloid progenitors, lysozyme-GFP differentiation, flow cytometry. calls only at 10 µM. 1% of 360,000 active. AID 624256;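 active means normalized GFP-positive differentiation at or above the plate's own cutoff, the solvent-only control mean plus 3 SD; inconclusive means no clear call, values can overlap the other calls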;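 further: cells exposed to compound for four days before flow analysis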
T cell HTS: T cell immune modulation candidate | AID 2052 | 0.068% of 330,000 active | 2C CD8+ T cell-vesicle binding, flow cytometry; active compounds read low | calls only at 7 µM;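 active means response, share of CD8 T cells binding vesicles, and their 90th percentile fluorescence all below set limits, cut at about 80% in these data, passing the limit was not always enough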
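Benchmarks: naked versus QL9-loaded vesicles / Assay system: purified 2C TCR transgenic mouse naive CD8+ T cells / Technique: high-throughput flow cytometry with anti-B7-1 and anti-CD8 staining / Timing: Cell–vesicle co-incubation 1.5 h at 37 °C, staining 20 min on ice / Read-out: percent CD8+ FL2 mean versus row control / Probe or stimulus: QL9-loaded Drosophila micro-vesicles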
RSV CPE inhibition: RSV antiviral activity via CPE protection, HEp-2 cells, primary 10 µM value included (AID 2391); HEp-2 cells, RSV-induced CPE inhibition; higher % means a stronger effect; CPE inhibition, % at 10 µM; hits with a dose series show IC50 in µM; 0.13% of 310,000 active; in the data active means a potency from the dose series; inconclusive means CPE inhibition mostly from about 23% at the one dose, without a potency; inactive means the rest, 99 in 100 with CPE inhibition below about 21%; further: strong numbers were not always called active
T cell HTS vesicle-bound %: further read-out of T cell HTS, marked with its call; double positive events, %; measured here: CD8+ vesicle-bound cell fraction;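 binding gate set so that unloaded-vesicle control wells show 10% double positive cells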
NTR1 ag cell count 20 µM: second read-out of NTR1 ag, no call of its own (marks repeat the call); cell count; measured here: cell count, cytotoxicity flag
Myeloid diff MLP GFP+ MAC1+ %: further read-out of Myeloid diff MLP, marked with its call; GFP+ MAC1+ double positive, %; measured here: differentiation confirmed by MAC1 staining
Numbers without * were called inactive; i = inactive; ? = inconclusive; · = not tested or not shown; [ ] = dose if it differs, or a comment.

SMILES	Salmonella PhoP GFP	NTR1 ag	NTR1 ag cell count 20 µM	SV40 large T antigen	UTI89 phage lysis	Rac1 GTP hydrolysis	TNAP activators	Myeloid diff MLP	Myeloid diff MLP GFP+ MAC1+ %	T cell HTS	T cell HTS vesicle-bound %	RSV CPE inhibition
O=C(NCc1cc2ccccc2[nH]1)C1CCC(=O)N(CCCN2CCCC2=O)C1 (centres undefined)	5%	-0.7	77	9%	-0.1%	-7%	·	i	2.0	i	17	1.6%
Cc1cccc(NC(=O)c2cnn(-c3ccc(F)cc3)c2C2CCNCC2)c1C	-2%	-0.7	57	12%	0.2%	5%	1.1	i	0.6	i	70	-1.1%
O=C(CNc1cccc([N+](=O)[O-])c1)NC(=O)NC1CCCCC1	·	0.4	51	·	-1.6%	-4%	·	i	0.9	i	29	·
O=C(CN1C(=O)CC(c2ccccc2)=Nc2ccccc21)NCc1ccccc1	-1%	1.4	55	9%	0.3%	6%	1.1	i	2.1	i	33	2.6%
CCOC(=O)c1sc(NC(=O)COC(=O)CNC(=O)c2ccco2)c(C(=O)OCC)c1C	-6%	-0.7	56	12%	2.2%	3%	1.1	i	0.2	i	8	8.8%
Nc1ccccc1NC1=CC(=O)CC(c2ccccc2)C1 (centres undefined)	-5%	-0.9	26	5%	·	·	1	·	·	i	11	-0.4%
c1ccc(COc2cncc(-c3cccnc3)c2)cc1	·	-0.2	50	·	0.1%	7%	·	i	1.7	i	13	0.7%
Cc1cc(C(C)(C)C)ccc1OCCn1ccnc1	19%	-4.7	86	2%	15%	8%	1	i	1.7	i	42	19%
Cn1nc(C(F)(F)F)c(-c2ccc(Br)cc2)c1NC(=O)C1CCC1C(=O)O (centres undefined)	-7%	0.9	41	-3%	·	·	·	i	0.5	i	27	?
C=C(Cl)COc1ccc2c(CCCC)cc(=O)oc2c1	3%	6.8	59	5%	0.8%	2%	1	i	1.0	i	40	41%
CCn1c(SCC(=O)N2CCCc3ccccc32)nnc1-c1c[nH]c2ccccc12	2%	1.6	39	8%	-0.1%	10%	1.1	i	0.5	i	27	1.0%
Cc1cc(C)c(C#N)c(SCc2nc3ccccc3[nH]2)n1	10%	8.0	92	8%	4.3%	11%	·	i	0.5	i	19	?
CCOc1ccc(CCNC(=O)CCNS(=O)(=O)c2ccc3c(c2)CCN3C(C)=O)cc1OCC	-6%	1.6	52	10%	0.0%	9%	·	i	1.4	i	33	0.2%
CCS(=O)(=O)n1nc(-c2ccc(OC)cc2)nc1SC	9%	-1.9	65	0%	0.5%	2%	0.3	i	1.2	i	43	0.7%
CCCOc1cccc(C(=O)NC(=S)Nc2cccc(C(F)(F)F)c2)c1	4%	4.8	57	16%	1.3%	11%	1	i	3.7	i	31	12%
O=C(NC(CO)Cc1ccccc1)c1ccccc1 (centres undefined)	-6%	1.3	46	6%	3.0%	10%	1	i	0.0	i	18	0.9%
COc1ccc(OC)c(NC(=O)CCc2nnc3ccc(N4CCC(C)CC4)nn23)c1	-3%	-0.1	67	5%	0.1%	10%	·	?	·	i	24	1.9%
CC(OC(=O)C1CCCCC1)C(=O)Nc1cccc(Cl)c1 (centres undefined)	4%	-1.1	69	-10%	0.2%	1%	1.1	i	1.2	i	27	4.9%
O=C(c1ccco1)N1CCC(n2nnc3ccccc32)CC1	13%	-0.9	95	2%	0.1%	6%	1.1	i	1.3	i	39	1.4%
O=C(Nc1nc(-c2cc(F)ccc2F)cs1)C1=NN(c2ccccc2)C(=O)CC1	-9%	5.8	56	-6%	1.4%	4%	0.9	i	0.3	i	67	5.5%
CCN(CC)CCCNc1oc(-c2cccc(Cl)c2)nc1C#N	3%	-0.3	85	3%	2.8%	13%	1.1	i	7.3	i	12	-2.2%
Cc1cc2[nH]c3c(c[n+](C)c4ccccc34)c2cc1C	·	8.9	84	3%	-0.4%	36µM*	0.9	?	·	i	18	-2.4%
CCC(C)NCC(=O)Nc1sc2c(c1C(N)=O)CCC2 (centres undefined)	-7%	-0.9	91	17%	0.2%	4%	1.1	i	0.9	i	24	3.5%
OCCN1CCN(C(=S)c2ccc(-c3ccccc3)cc2)CC1	-4%	2.1	47	4%	0.1%	27%	·	i	0.7	i	8	4.6%
C#CC(CC)(CC)NC(=S)Nc1cccc(C(C)=O)c1	0%	4.6	39	6%	-0.4%	12%	1.1	i	0.9	i	17	2.9%
C=CCON1C(=O)C(=O)N(OCC=C)[C@H]2CCCC[C@H]21	-8%	0.3	51	14%	·	·	·	i	1.1	i	46	·
COc1ccc2occ(C(=O)c3cccs3)c2c1	8%	0.2	79	4%	1.3%	4%	1.1	i	0.8	i	53	5.4%
CCOC(=O)CC(=O)CSc1nc2c(c(-c3cccs3)c1C#N)CCC2	-10%	3.5	90	4%	-0.3%	3%	1	i	0.9	i	65	1.3%
CCCCC1C(C#N)=C(C)NC2=C1C(=O)CC(C)(C)C2 (centres undefined)	-5%	0.1	58	19%	-0.2%	8%	1.1	i	4.3	i	34	1.1%
CCN1C(=O)[C@H]2[C@@H](c3ccc(-c4ccc5c(c4)OCO5)c(OC)c3)N[C@@](Cc3ccccc3)(C(=O)OC)[C@H]2C1=O	2%	-0.9	66	23%	-0.4%	0%	·	i	2.1	i	22	-1.8%
COC(=O)CN1C(=S)N(c2ccc(OC)cc2)C(=O)C1CC(=O)Nc1ccc(F)cc1 (centres undefined)	4%	-0.7	38	3%	0.1%	-8%	1.1	i	0.1	i	32	-1.4%
Cc1ccccc1N1C(S)=C(C#N)C(=O)NC1c1ccco1 (centres undefined)	5%	1.0	43	?	-0.3%	24%	1.1	i	1.0	i	39	2.4%
C#CCOCCOCCOCCNc1nc(N2CCOCC2)nc(N2CCN(C(=O)CCCCCCCCCCNC(=O)[C@@H](CCC(=O)O)n3cc(CCCCCN)nn3)CC2)n1	·	4.9	77	8%	-0.4%	2%	·	i	2.4	i	39	1.0%
Clc1cccc(NCc2nnc(SCc3ccc(Cl)cc3Cl)o2)c1	-6%	16	40	0%	0.5%	6%	1	i	1.0	i	31	48%
CCOC(=O)c1c(C)[nH]c(C)c1C(=O)COC(=O)c1cc(OC)c(OC)cc1OC	4%	3.5	38	2%	-2.1%	1%	1.1	i	0.7	·	·	0.9%
N#CC(c1ccccc1)c1ccc2c(C(F)(F)F)cc(C(F)(F)F)nc2n1 (centres undefined)	6%	2.3	43	6%	0.8%	16%	0.9	i	0.6	i	50	5.5%
COC(=O)c1cc(S(=O)(=O)N2CCCCC2)ccc1N1CCOCC1	-4%	-0.7	60	11%	0.5%	9%	·	·	·	i	56	-0.7%
COc1ccc(CCNC(=O)C2CC(=O)N(c3ccc(C(C)(C)C)cc3)C2)cc1OC (centres undefined)	-6%	2.5	38	1%	-0.6%	1%	1.2	i	0.1	i	58	2.3%
Cc1ccc(NC(=O)c2ccc(=O)n(CC(=O)Nc3ccccc3)n2)cc1	-9%	0.7	72	7%	0.1%	9%	·	i	4.6	i	47	5.1%
Cc1cccc(N/N=C2/COC(C)(C)CC2=O)c1	3%	1.5	88	7%	0.8%	9%	1	i	0.0	i	61	1.4%
COc1ccc(N(C(=O)c2snc(C(N)=O)c2N)C(C(=O)NC2CCCC2)c2ccco2)cc1 (centres undefined)	9%	-0.2	59	20%	0.8%	6%	·	i	0.4	i	30	2.4%
CCOC(=O)/C(C(N)=NCCO)=C(/O)c1ccccc1	-1%	-0.5	85	-7%	0.2%	0%	1.1	i	2.1	i	42	1.5%
O=C(Nc1nccs1)C1Cc2ccccc2CN1S(=O)(=O)c1ccc(F)cc1 (centres undefined)	-4%	0.8	75	7%	0.1%	6%	1.1	i	0.5	i	47	3.5%
COc1ccc(OC)c(NC(=O)CSc2nnc(Cn3c(=O)sc4ccccc43)n2C)c1	-5%	1.5	40	0%	1.3%	4%	1.2	i	0.9	i	65	0.6%
COc1ccc2ccc(O)c(CN3CCN(S(=O)(=O)c4cccc(C(F)(F)F)c4)CC3)c2c1	·	4.5	58	·	1.2%[50 µM]	7%	·	i	1.1	i	32	3.6%
Cc1sc2ncn(CCC(=O)O)c(=O)c2c1C	-2%	-1.2	43	14%	7.0%	7%	1.1	i	0.5	i	54	2.2%
Nc1ccc2c(c1)C(=O)C(=O)c1ccccc1-2	12µM*	-0.8	56	16%	1.2%	23%	1.1	?	·	i	38	-2.2%
CC(=O)c1c(C)[nH]c(C(=O)COC(=O)c2c(-c3ccccc3)noc2C)c1C	·	-0.3	70	·	1.2%	-3%	·	i	0.8	i	52	·
CS(=O)(=O)N(CC(=O)NC1CCCCCC1)Cc1ccccc1	8%	0.2	41	9%	-0.1%	-7%	1.1	i	14	i	40	0.1%
N#CC1(C#N)C(C(=O)C23CC4CC(CC(C4)C2)C3)C12CCOCC2 (centres undefined)	-8%	0.5	59	-4%	0.3%	0%	1.1	·	·	i	33	-0.3%
Cc1cccc(NC(=O)/C(C#N)=C/c2ccccc2O)n1	·	-0.2	85	·	0.0%	8%	·	i	0.8	·	·	·
Cc1cc(=O)oc(C)c1C(=O)NCCCN1C(C)CCCC1C (centres undefined)	3%	-0.3	59	8%	4.5%	14%	1	i	1.1	i	58	-0.3%
CCCC(=O)Nc1ccc(-c2cn3cccnc3n2)cc1	·	0.1	86	7%	0.3%	2%	·	i	0.2	i	58	1.7%
COc1ccc(-c2noc(CN(C)C(=O)Nc3ccccc3)n2)cc1	-2%	-1.7	92	8%	0.5%	4%	1.1	i	0.3	i	48	-0.3%
CC(=O)Nc1ccc(Nc2nc(Cl)nc(Nc3ccc(NC(C)=O)cc3)n2)cc1	-3%	-0.4	53	23%	0.1%	4%	1.1	i	0.4	i	54	2.2%
Cc1cc(C)c(S(=O)(=O)NCc2ccc3c(c2)OCO3)cc1C	1%	-0.4	73	5%	-0.7%	1%	·	i	0.3	i	59	2.4%
